# EBI2 block: antagonists of human EBI2 receptor; P32249; inhibition, % at 5 µM; EBI2 beta-arrestin recruitment, luminescence, 7a,25-OHC stimulated; actives 0.81% (n = 360,000); AID 651636; in the data active means inhibition above about 38%;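 further: enzyme fragment complementation signal reports receptor beta-arrestin coupling in cells; 0% = agonist plus DMSO wells and 100% = wells without agonist; some results beyond the cut were filed as inactive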
# Target sequence (P32249 whole entry, looked up, the tested form may be a part): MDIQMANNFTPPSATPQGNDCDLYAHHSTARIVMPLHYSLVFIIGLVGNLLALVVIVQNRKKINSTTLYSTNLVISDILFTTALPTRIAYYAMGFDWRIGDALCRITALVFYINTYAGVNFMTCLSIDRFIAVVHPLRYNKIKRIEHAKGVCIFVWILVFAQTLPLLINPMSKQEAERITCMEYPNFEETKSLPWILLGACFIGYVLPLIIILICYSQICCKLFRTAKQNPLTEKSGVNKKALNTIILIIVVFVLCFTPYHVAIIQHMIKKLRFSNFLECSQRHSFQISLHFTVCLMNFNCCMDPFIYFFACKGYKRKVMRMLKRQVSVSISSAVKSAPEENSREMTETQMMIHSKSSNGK
# Gli-Sufu block: blocks Gli-Sufu signaling in a luciferase reporter; inhibition, % at 5 µM; Sufu-KO-LIGHT fibroblasts, Gli luciferase reporter luminescence; actives 0.74% (n = 340,000); AID 588413;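 active means inhibition above about 55%, limit read from the data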;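 further: 0% = DMSO-treated cells and 100% = wells with medium but no cells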
# GRIN3A LBD mod: modulates the human NR3A ligand-binding domain. NR3A LBD differential scanning fluorimetry, Tm shift; 0% = protein alone, 100% = glycine-bound protein. Tm shift relative to glycine control, % at 25 µM. actives 2.5% (n = 340,000). AID 1259313;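 active means melting temperature shift of at least 10% of the positive control shift, at one fixed dose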
# A3G deaminase: blocks human APOBEC3G single-stranded DNA deamination. Q9HC16. recombinant A3G, ssDNA deamination FAM/TAMRA fluorescence. inhibition, % at 20 µM. actives 0.28% (n = 330,000). AID 493012;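 active means inhibition of at least 40% at 20 µM, with no more than 30% in the related APOBEC3A deaminase screen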;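 further: plate controls were DMSO wells with A3G for no effect and wells lacking A3G enzyme for full effect; some compounds called inactive have numbers as strong as hits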
# CCR6 antag: blocks CCL20-driven beta-arrestin recruitment at human CCR6. actives 0.49% (n = 340,000). CHO-K1 CCR6 PathHunter beta-arrestin, luminescence, CCL20-stimulated. P51684. inhibition, % at 20 µM;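 active means compounds whose inhibition of the agonist-driven luminescence signal at 20 µM reaches about 50%, limit read from the data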;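 further: cells stimulated with CCL20 at 14 nM final; plate controls were DMSO with CCL20 for no effect and DMSO without agonist for full effect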
# Target sequence (P51684 whole entry, looked up): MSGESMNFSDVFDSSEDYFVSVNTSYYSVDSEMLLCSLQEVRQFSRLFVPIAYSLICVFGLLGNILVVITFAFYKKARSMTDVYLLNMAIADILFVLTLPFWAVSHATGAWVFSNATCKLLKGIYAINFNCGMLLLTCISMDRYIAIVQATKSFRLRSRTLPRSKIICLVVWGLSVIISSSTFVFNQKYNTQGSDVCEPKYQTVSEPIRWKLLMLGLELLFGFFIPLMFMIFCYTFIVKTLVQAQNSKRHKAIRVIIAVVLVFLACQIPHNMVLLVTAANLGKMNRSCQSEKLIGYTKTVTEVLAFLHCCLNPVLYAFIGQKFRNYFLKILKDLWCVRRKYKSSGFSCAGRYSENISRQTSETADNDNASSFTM
# CXCR6 inh: inhibitors of human CXCR6 receptor | O00574 | CHO-K1 PathHunter CXCR6 beta-arrestin, luminescence | inhibition, % at 20 µM | actives 0.36% (n = 360,000) | AID 602244; in the data active means inhibition above about 34%, passing the limit was not always enough;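 further: antagonist mode with CXCL16 agonist at 10 nM final; 0% = 10 nM CXCL16 with DMSO and 100% = unstimulated wells without agonist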
# APOBEC3A inh: human APOBEC3A DNA deaminase inhibition; recombinant A3A, FAM/TAMRA ssDNA deamination fluorescence; inhibition, % at 20 µM; actives 0.41% (n = 330,000);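 active means at least 40% inhibition at 20 µM here, with at most 30% in a related deaminase screen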;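 further: plate controls were A3A with DMSO for no effect and wells lacking A3A enzyme for full effect; some results filed as inactive read as strong as hits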
# Target sequence (P31941 whole entry, looked up): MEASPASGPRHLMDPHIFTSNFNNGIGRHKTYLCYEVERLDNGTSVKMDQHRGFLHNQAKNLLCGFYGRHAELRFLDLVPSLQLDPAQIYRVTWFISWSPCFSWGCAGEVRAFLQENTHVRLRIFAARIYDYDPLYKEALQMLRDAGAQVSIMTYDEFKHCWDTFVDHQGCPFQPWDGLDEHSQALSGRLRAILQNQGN
# MPTP block: inhibitors of mitochondrial permeability transition pore; actives 1.4% (n = 360,000); inhibition, % at 10 µM; isolated mouse mitochondria, Ca2+ swelling absorbance, 30 min; AID 602449;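 active means inhibition of 50% or more, scaled per plate between neutral and stimulator controls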;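 further: 0% = DMSO wells given calcium and 100% = 1 mM EGTA wells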
# * = called active by the depositor; x = not tested or not shown; & = joins results of further samples.
# Key to letters: A = EBI2 block; B = Gli-Sufu block; C = GRIN3A LBD mod; D = A3G deaminase; E = CCR6 antag; F = CXCR6 inh; G = APOBEC3A inh; H = MPTP block
O=[N+]([O-])c1cccc2c(N3CCOCC3)ccnc12
  A: 2	B: 4	C: -2	D: -7	E: 3	F: -6	G: 1	H: 7.9
CC(C)COc1ccc(C(=O)OCCN2CCCCC2)cc1
  A: -13	B: -18	C: -4	D: -5	E: 8	F: 4	G: -4	H: -0.9
N=c1n(CCN2CCCCC2)c2ccccc2n1CC(O)c1ccco1 (centres undefined)
  A: 1	B: 6	C: -1	D: 0	E: 15	F: 7	G: 6	H: 0.6
Cc1ccc(S(=O)(=O)N(Cc2ccc([N+](=O)[O-])cc2)C(=O)N2CCN(C)CC2)cc1
  A: -6	B: -6	C: 2	D: -3	E: 1	F: 0	G: -1	H: -0.9
Cc1cc(C)n(CC(=O)Nc2ccccc2)n1
  A: 3	B: 9	C: -2	D: -2	E: 3	F: 4	G: -1	H: -1.6
O=C(NCCCN1CCOCC1)C1Cc2c(ccc3ccccc23)O1 (centres undefined)
  A: -4	B: 0	C: 0	D: -8	E: 5	F: 2	G: -2	H: -2.1
CCOC(=O)CSc1nc2ccccc2c(=O)n1CC1CCCO1 (centres undefined)
  A: 4	B: 0	C: 0	D: 1	E: 5	F: -4	G: 2	H: -0.1
O=C1C=C(Nc2ccccc2C(=O)O)c2ccccc2C1=O
  A: -11	B: 13	C: 0	D: -2	E: 35	F: 18	G: 11	H: 9.8
CCOC(=O)c1ccccc1NC(=O)c1cccc(F)c1
  A: 5	B: -1	C: 0	D: -6	E: 19	F: 3	G: -3	H: 0.9
Cc1cc(C(=O)Nn2c(-c3ccncc3)nc3ccccc3c2=O)ccc1[N+](=O)[O-]
  A: 7	B: -1	C: -1	D: 1	E: 24	F: 1	G: 3	H: -1.4
CCOC(=O)c1ccc(NC(=O)c2ccccc2[N+](=O)[O-])cc1
  A: -1	B: -27	C: 2	D: -10	E: 1	F: 2	G: -3	H: -0.2
COc1ccccc1CCC(=O)Nc1ccc(C)cc1Cl
  A: 6	B: 11	C: 2	D: -4	E: 0	F: -3	G: -6	H: 0.7
CC(c1ccon1)N(C)C(=O)c1ccc(OC2CCN(C(=O)C3CC3)CC2)cc1 (centres undefined)
  A: -6	B: -21	C: -1	D: -3	E: 18	F: -6	G: -3	H: 1.6
CCc1ccc(C(=O)COC(=O)[C@@H](NC(N)=O)[C@@H](C)CC)cc1
  A: -2	B: -2	C: -2	D: 0	E: 9	F: -1	G: 7	H: -1.4
C=CCn1c(C(C)NC(=O)c2ccccc2)n[nH]c1=S (centres undefined)
  A: -2	B: -11	C: 2	D: 3	E: 3	F: -8	G: -6	H: -0.2
O=C(NCCOc1ccc(Cl)cc1)c1cccc(S(=O)(=O)N2CCCC2)c1
  A: 56*	B: -6	C: 5	D: -5	E: 15	F: -6	G: 2	H: 0.0
CCC(C)c1ccccc1OCC(=O)NN1C(=O)c2ccccc2C1=O (centres undefined)
  A: 0	B: 0	C: 2	D: -3	E: 7	F: 10	G: -3	H: -0.2
COc1ccc(NC(=O)Cc2ccc(C)c(C)c2)cc1Cl
  A: 4	B: -6	C: -2	D: -1	E: 12	F: -3	G: 7	H: 0.3
COc1ccc(C(NC(=O)/C=C/c2ccco2)c2ccc(OC)c(OC)c2)cc1OC
  A: 1	B: 21	C: -5	D: 3	E: 6	F: -6	G: 2	H: 0.0
Cc1c2c(n3c(nc4ccccc43)c1C#N)N(CCN1CCOCC1)CC2
  A: -3	B: x	C: -7	D: -5	E: -4	F: 2	G: 2	H: -0.3
CCOC(=O)c1ccc(NS(=O)(=O)c2c(C)[nH]c(C)c2C(=O)N2CCCCC2)cc1
  A: -2	B: x	C: -1	D: 7	E: 4	F: 0	G: -1	H: 1.4
Cc1ccc(C(=O)C[n+]2cc(-c3ccccc3)n3c2CCCCC3)cc1
  A: -6&-5	B: 73*	C: 0&1	D: -2&-4	E: 2&-10	F: 4&6	G: -3&3	H: 4.5&0.0
CC1CCC(NC(=O)c2ccc(NS(=O)(=O)c3ccc4[nH]c(=O)[nH]c4c3)cc2)CC1 (centres undefined)
  A: -3	B: -40	C: -10	D: -8	E: 7	F: 1	G: -1	H: -0.5
COc1n[nH]c(C(=O)NCc2ccccc2)c1[N+](=O)[O-]
  A: -15	B: 4	C: 0	D: -7	E: 11	F: -4	G: -2	H: 0.3
O=C(Nc1cccnc1Cl)c1cc(-c2ccc(F)cc2)on1
  A: 0	B: -18	C: -2	D: -10	E: 7	F: 2	G: -4	H: 0.7
CSC(=Nc1cccc(C)c1)NC#N
  A: -2	B: -1	C: -1	D: -4	E: 6	F: 2	G: 0	H: 0.4
CC(C)c1nnc(SCC(=O)NCc2ccc3c(c2)OCO3)n1C
  A: -3	B: 1	C: 1	D: -8	E: -7	F: -13	G: -6	H: 1.3
COc1ccc(-c2cn3cccnc3n2)cc1NC(=O)C(C)C
  A: 0	B: x	C: x	D: -2	E: x	F: -1	G: -3	H: 0.4
Cc1ccc(-c2nnc(SCC(N)=O)n2C)cc1
  A: 8	B: 2	C: 0	D: -7	E: -2	F: -6	G: -5	H: -0.1
Cc1cccc(NC(=O)CN(C)S(=O)(=O)c2cccc3nsnc23)c1C
  A: 5	B: 8	C: 0	D: -2	E: 17	F: 0	G: 4	H: 0.1
O=C(NCc1ccccn1)c1cc(S(=O)(=O)N2CCN(c3ccccc3)CC2)ccc1Cl
  A: 1	B: 7	C: 1	D: 3	E: 0	F: -9	G: 3	H: 5.0
Cc1ccc(-c2nnn(CC(=O)N(CCO)C(C(=O)NC3CCCCC3)c3ccncc3)n2)o1 (centres undefined)
  A: 3	B: 1	C: 0	D: -6	E: 13	F: 4	G: -4	H: -1.5
O=C(Nc1ccc(S(=O)(=O)NCc2ccco2)cc1)C1CCCCC1
  A: -4	B: -10	C: -1	D: 5	E: -5	F: 3	G: 7	H: -1.3
COc1cc2c(cc1OC)C(C)N(C(=O)c1sccc1C)CC2 (centres undefined)
  A: 8	B: 7	C: -1	D: 0	E: -5	F: 3	G: -2	H: -0.2
O=C(O)c1ccc(S(=O)(=O)N2CCOCC2)o1
  A: -10	B: -3	C: -1	D: -2	E: 2	F: 0	G: -6	H: 1.9
O=C(NN1C(=O)c2ccccc2NC1c1ccoc1)c1ccccc1 (centres undefined)
  A: -4	B: -14	C: 0	D: -6	E: 6	F: -2	G: 1	H: -1.3
O=C(Nc1ccc(OC(F)(F)F)cc1)c1cnc2n(c1=O)CCS2
  A: 0	B: -19	C: -2	D: -9	E: 10	F: -4	G: -4	H: 0.0
COc1cccc(NC(=O)Nc2ccc3nsnc3c2)c1
  A: 11	B: -56	C: 37*	D: -10	E: 18	F: -5	G: -3	H: 93*
CCC(C)n1c(=S)[nH]c2c(sc3ccc([N+](=O)[O-])cc32)c1=O (centres undefined)
  A: -4	B: 32	C: -3	D: -4	E: 10	F: 6	G: -4	H: 37
Cc1c(OCC(=O)N2CCC(C(=O)O)CC2)ccc2c3c(c(=O)oc12)CCC3
  A: -1	B: -16	C: 0	D: -11	E: -8	F: -6	G: -3	H: 1.7
CC(C)[C@@H](N)C(=O)N/N=C/c1ccc2ncccc2c1
  A: 7	B: -2	C: 1	D: -1	E: 10	F: 7	G: -3	H: 1.8
Cc1cc(Nc2ccc(C(C)C)cc2)n2ncnc2n1
  A: -27	B: 7	C: -1	D: 1	E: 9	F: -4	G: 6	H: -2.4
Cc1ccc([N+](=O)[O-])c(NC2OC(CO)C(O)C2O)c1 (centres undefined)
  A: -11	B: 1	C: -1	D: -1	E: 1	F: 0	G: 2	H: -2.2
CCS(=O)c1ccccc1C(=O)OCC(=O)N1CCC(c2ccccc2)=N1 (centres undefined)
  A: -3	B: 2	C: -1	D: -5	E: -6	F: 1	G: -1	H: -1.2
NS(=O)(=O)c1ccc(CCNC(=O)C(c2ccccc2)c2ccccc2)cc1
  A: 4	B: 24	C: -2	D: -9	E: -2	F: 4	G: -4	H: -2.6
CCN1Cc2c(/C=C/c3ccccc3)nc3ccc(OC)cc3c2N(c2cccc(Cl)c2)C1
  A: 19	B: 1	C: 3	D: -10	E: 26	F: 2	G: -2	H: -1.3
Cc1ccc(/C=N/n2c(-c3ccc(Cl)cc3)n[nH]c2=S)s1
  A: 15	B: 0	C: 21*	D: -1	E: 11	F: 6	G: 0	H: 1.4
C/C(=C\c1cccs1)C(=O)c1c(C)cc(C)[nH]c1=O
  A: -6	B: 10	C: -2	D: -4	E: 9	F: 8	G: 2	H: 1.3
CCn1nc(C)c(/C=N/NC(=O)Cn2nc(C)cc2C)c1C
  A: -3	B: 0	C: 0	D: -2	E: -7	F: -2	G: -1	H: -1.8
CCC1(c2ccc(F)cc2)NC(=O)N(CC(=O)Nc2cc(C)on2)C1=O (centres undefined)
  A: 1	B: -2	C: 5	D: -7	E: 0	F: 1	G: -4	H: -0.9

# Continued:
# Key to letters: A = EBI2 block; B = Gli-Sufu block; C = GRIN3A LBD mod; D = A3G deaminase; E = CCR6 antag; F = CXCR6 inh; G = APOBEC3A inh; H = MPTP block
CN(Cc1cc(Cl)cc(Cl)c1)CC(C(=O)c1ccccc1)c1ccccc1 (centres undefined)
  A: -10	B: 11	C: 4	D: x	E: 31	F: 2	G: x	H: 0.9
Cc1ccc(NC(CC(=O)c2ccccc2)C(=O)O)cc1Cl (centres undefined)
  A: 4	B: -104	C: -5	D: 2	E: 15	F: -3	G: -7	H: 1.7
O=C(Nc1cccc(Cl)c1)c1ccccc1
  A: 6	B: -26	C: -10	D: 14	E: 1	F: -1	G: -1	H: -0.2
FC(F)(F)c1cc(-c2cccs2)nc(N2CCOCC2)n1
  A: 2	B: -7	C: 4	D: -8	E: 8	F: -7	G: -2	H: 1.0
CCOC(=O)C1CCN(CC(=O)Nc2c(C(=O)OC)[nH]c3ccc(Cl)cc23)CC1
  A: 4	B: -7	C: 2	D: -3	E: -13	F: -28	G: -2	H: -0.4
CCn1c2ccccc2c2nnc(SCC(=O)NCCOC)nc21
  A: -2	B: 4	C: 6	D: -5	E: 16	F: 1	G: -2	H: -0.3
CC[C@]12c3[nH]c4ccc(OC)cc4c3CCN1C(=O)C(CC(=O)NC/C=C(\C)CCC=C(C)C)C[C@@H]2C(=O)N1CCN(C(=O)C2CC2)CC1 (some centres undefined)
  A: 3	B: 19	C: -1	D: -1	E: 10	F: -3	G: -1	H: 0.0
COc1ccc(NC(=O)CN(C)C(=O)/C=C/c2ccc(S(=O)(=O)N3CCCCCC3)cc2)cc1
  A: 5	B: -4	C: -1	D: 30	E: x	F: 5	G: 46	H: -1.1
COc1ccc(NC(=O)CCC(=O)c2ccc(Cl)cc2)cn1
  A: -6	B: -5	C: -4	D: -3	E: 2	F: 5	G: 0	H: -1.5
O=C(N/N=C/c1ccco1)c1cccc(NC(=O)c2ccccc2Cl)c1
  A: 8	B: -4	C: -2	D: -7	E: 3	F: -4	G: -2	H: 0.7
Cc1ccc(C(C)(C)C)cc1S(=O)(=O)Nc1nc2ccccc2nc1Cl
  A: -8	B: 11	C: -4	D: -5	E: 2	F: 4	G: -1	H: 14
CCOc1ccc(N(CC(=O)NCc2ccco2)S(C)(=O)=O)cc1
  A: -7	B: 6	C: -1	D: -3	E: 7	F: -1	G: 1	H: -1.9

# Record cards (already shown). Screens in order: EBI2 block, Gli-Sufu block, GRIN3A LBD mod, A3G deaminase, CCR6 antag, CXCR6 inh, APOBEC3A inh, MPTP block
# CCS(=O)c1ccccc1C(=O)OCC(=O)N1CCC(c2ccccc2)=N1 (centres undefined) across the screens: -3, 2, -1, -5, -6, 1, -1, -1.2
# O=C(O)c1ccc(S(=O)(=O)N2CCOCC2)o1 across the screens: -10, -3, -1, -2, 2, 0, -6, 1.9
# CC(C)c1nnc(SCC(=O)NCc2ccc3c(c2)OCO3)n1C across the screens: -3, 1, 1, -8, -7, -13, -6, 1.3
# Cc1ccc(C(=O)C[n+]2cc(-c3ccccc3)n3c2CCCCC3)cc1 across the screens: -6&-5, 73*, 0&1, -2&-4, 2&-10, 4&6, -3&3, 4.5&0.0
